Compound activity (PubChem)
FLuc counter: firefly luciferase modulation, counter-screen for miR-21 project. purified FLuc, Km substrates, luminescence inhibition. Potency, µM (highest dose often 57.5 µM), inactives show top-dose activity change, negative = inhibition, usual class: inhibitors. actives 6.9% (n = 360,000);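 also: potency is read from the fitted curve at half-maximal effect; plate controls were vehicle for no effect and reference inhibitor for full effect; nearly all actives have a fitted effect of over 55% in size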
Target sequence (P08659 whole entry, looked up): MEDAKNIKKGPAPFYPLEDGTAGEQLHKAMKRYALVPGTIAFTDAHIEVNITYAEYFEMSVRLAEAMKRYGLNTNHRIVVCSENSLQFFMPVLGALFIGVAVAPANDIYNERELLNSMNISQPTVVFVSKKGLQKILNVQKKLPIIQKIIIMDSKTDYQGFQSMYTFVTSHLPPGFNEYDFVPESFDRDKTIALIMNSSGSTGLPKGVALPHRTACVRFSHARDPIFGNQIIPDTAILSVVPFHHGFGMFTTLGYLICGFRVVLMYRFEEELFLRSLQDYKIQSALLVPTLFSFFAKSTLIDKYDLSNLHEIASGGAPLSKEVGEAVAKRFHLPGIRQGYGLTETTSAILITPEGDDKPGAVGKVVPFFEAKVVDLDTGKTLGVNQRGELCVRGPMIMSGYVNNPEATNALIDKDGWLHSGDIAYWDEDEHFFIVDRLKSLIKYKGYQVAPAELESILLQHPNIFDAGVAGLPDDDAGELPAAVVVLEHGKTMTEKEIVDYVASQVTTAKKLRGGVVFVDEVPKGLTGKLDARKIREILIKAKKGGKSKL
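Purified P. pyralis luciferase (10nM final) with 10uM D-luciferin and 10uM ATP (Km levels) in 50mM Tris acetate pH 7.5, 10mM Mg acetate, 0.01% Tween-20, 0.05% BSA; qHTS 6-point titration, ~60 µM downward; luminescence read.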
MBNL1 CUG block: inhibitors of human MBNL1 binding to CUG repeat RNA | Q9NR56 | TR-FRET MBNL1-His/biotin-(CUG)12 binding, 665/545 ratio | Potency, µM (series often up to 57.5 µM), inactives show top-dose activity change, negative = inhibition, most hits filed as inhibitors | actives 0.036% (n = 280,000); active = well fitted inhibition curve with a large enough effect in the signal ratio, with a control signal flat, not every such curve was filed as active; inconclusive = small, poorly fitted or top-dose-only effect, or effect the other way, or a change in a side signal; inactive = no such curve, though single readings can be large or run the other way; the % refers to the signal ratio; also: potency is read from the fitted curve at half-maximal effect; % is scaled to controls: 0 for no effect and ±100 for the full control effect
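Inhibition of protein-RNA binding appears as loss of TR-FRET between terbium anti-His antibody on MBNL1-His and streptavidin-XL665 on biotin-(CUG)12. Activity is normalized to buffer-only and uninhibited-complex controls.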
NPC1 promoter act: activates the NPC1 promoter | AID 485313 | Potency, µM (titrated, usually from 9.22 µM), without a hit: at the top dose activation, hits mostly activators | Huh7 NPC1 promoter luciferase reporter, 24 h | actives 2.4% (n = 320,000);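 also: potency is read from the fitted curve at half-maximal effect; % of control where 0% means no effect; nearly all actives have a fitted effect of over 60% in size; reporter is driven by a mutant NPC1 promoter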
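Stable NPC1-promoter luciferase Huh7 line; cpd (DMSO) 24 h, 37 °C, 5% CO2; Amplite luciferase reagent 10 min RT; luminescence readout. qHTS format.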
Rab9 promoter act: activates the Rab9 promoter; Huh7 Rab9 promoter-luciferase reporter, luminescence, 24 h; Potency, µM (top dose mostly 9.22 µM), for the others: at the top dose activation, negative = inhibition, actives largely listed as activators; actives 2.8% (n = 320,000); AID 485297; also: potency is read from the fitted curve at half-maximal effect; % of control where 0% means no effect; nearly all actives have a fitted effect of over 60% in size
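Measured in stably transfected Huh7 cells bearing a Rab9 promoter–luciferase construct: 24 h compound treatment at 37 °C, followed by luminescence detection.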
ELG1 repair inh: blocks ELG1-dependent DNA repair in HEK293T cells | HEK293T ELG1-luciferase reporter, luminescence, 16 h; DNA damage induced by 5-fluorouridine | Potency, µM (series often up to 46.1 µM), inactives show at the highest dose activity change, negative = inhibition, usual class: inhibitors | actives 2.3% (n = 330,000) | AID 504467; also: potency is read from the fitted curve at half-maximal effect; % is scaled to controls: 0 for no effect and ±100 for the full control effect; nearly all actives have a fitted effect of over 55% in size
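Luminescence from the luciferase reporter, measured 30 min after ONE-Glo reagent at room temperature, was the read-out. Beforehand, 2,000 cells per well were exposed for 16 hr at 37 °C to 5-fluorouridine together with compound or vehicle.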
KCNH2 3.1 inh: blocks the human KCNH2 3.1 channel isoform. U2OS KCNH2 3.1, thallium flux FluxOr; hits give low values. activity change, % (tested at about 1.8 µM). actives 0.95% (n = 340,000);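 active = maximum activity change below -70%; inconclusive = maximum activity change from -70% to -50%; inactive = maximum activity change above -50%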;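 also: thallium influx rate constant from kinetic fluorescence after stimulation buffer; % is scaled to controls: 0 for no effect and ±100 for the full control effect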
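Thallium flux read-out: FluxOr dye with Red40 quencher in HBSS/HEPES, 45 min at RT. Rate constants from kinetic reads were normalized to positive and negative DMSO controls. Cells: U2OS virally expressing the 3.1 isoform.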
Gal4-VP16 FLuc: Gal4-VP16 reporter inhibition counter-screen; actives 3.5% (n = 310,000); AID 2546; Potency, µM (top dose mostly 53.6 µM), for inactives: top-dose activity, negative = inhibition, hits mostly inhibitors; Drosophila S2 Gal4-VP16 UAS-luciferase, luminescence, 20 h;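 also: Gal4-VP16 expression switched on by copper sulfate through the metallothionein promoter; potency is read from the fitted curve at half-maximal effect; % is scaled to controls: 0 for no effect and ±100 for the full control effect; nearly all actives have a fitted effect of over 50% in size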
Menin MLL FP TR: inhibitors of human menin-MLL interaction, mutant MLL peptide; O00255; Menin + Texas Red MLL mutant peptide, fluorescence polarization; Potency, µM (doses to about 61.6 µM), for inactives: at the top dose FP activity change, negative = inhibition, most hits filed as inhibitors; actives 0.23% (n = 270,000); active = well fitted inhibition curve with a large enough effect in the polarisation, with a control signal flat, not every such curve was filed as active; inconclusive = small, poorly fitted or top-dose-only effect, or effect the other way, or a change in a side signal; inactive = no such curve, though single readings can be large or run the other way; the % refers to the polarisation; also: potency is read from the fitted curve at half-maximal effect; % of control where 0% means no effect; many of its hits are not listed in these tables
PKM2 activator: activators of human pyruvate kinase M2; P14618; purified PKM2, Kinase-Glo ATP luminescence, activation; response scale: 0% is enzyme alone, no compound; Potency, µM (top dose mostly 57.5 µM), for inactives: top-dose activation, hits mostly activators; actives 0.34% (n = 260,000); AID 1631; also: potency is read from the fitted curve at half-maximal effect; % is scaled to controls: 0 for no effect and ±100 for the full control effect; nearly all actives have a fitted effect of over 55% in size
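ATP formation by purified human PK-M2, quantified via coupled luciferase luminescence after 1 h at room temperature with 0.1 mM ADP and 0.5 mM PEP final.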
RORg inh: inhibitors of mouse ROR gamma transcriptional activity; Potency, µM (top dose mostly 53.6 µM), inactives show at the highest dose activity change, negative = inhibition, actives largely listed as inhibitors; AID 2551; actives 5.4% (n = 310,000); Drosophila S2 Gal4-RORgamma UAS-luciferase reporter, 20 h; also: potency is read from the fitted curve at half-maximal effect; % is scaled to controls: 0 for no effect and ±100 for the full control effect; nearly all actives have a fitted effect of over 60% in size
Target sequence (P51450 whole entry, looked up, the tested form may be a part): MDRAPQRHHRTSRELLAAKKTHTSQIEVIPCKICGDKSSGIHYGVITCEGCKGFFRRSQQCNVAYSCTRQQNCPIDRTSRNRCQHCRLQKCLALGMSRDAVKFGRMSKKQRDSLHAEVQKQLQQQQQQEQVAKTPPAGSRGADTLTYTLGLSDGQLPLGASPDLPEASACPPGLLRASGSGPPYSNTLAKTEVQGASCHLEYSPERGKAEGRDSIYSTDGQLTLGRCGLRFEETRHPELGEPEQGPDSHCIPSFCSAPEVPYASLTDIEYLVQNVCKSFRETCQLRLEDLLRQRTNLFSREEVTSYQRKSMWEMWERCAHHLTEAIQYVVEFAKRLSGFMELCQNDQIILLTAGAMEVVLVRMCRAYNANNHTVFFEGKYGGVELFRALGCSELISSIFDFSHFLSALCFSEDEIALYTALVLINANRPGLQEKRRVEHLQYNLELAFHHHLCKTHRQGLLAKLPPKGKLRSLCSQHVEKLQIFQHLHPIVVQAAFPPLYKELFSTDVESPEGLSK
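Stably transfected Drosophila Schneider cells are the test system, with ROR gamma fused to Gal4 and luciferase under UAS control; luminescence is read after 20 hr of 700 uM copper sulfate induction at ambient temperature.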
Mito fusion yeast: inhibitors of mitochondrial division or activators of mitochondrial fusion | S. cerevisiae fusion-defective mutant growth rescue, CellTiterGlo 48 h | Potency, µM (series often up to 46.1 µM), inactives show top-dose growth rescue (activation), actives largely listed as activators | actives 0.23% (n = 320,000) | AID 485298;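 also: potency is read from the fitted curve at half-maximal effect; % of control where 0% means no effect; nearly all actives have a fitted effect of over 45% in size; temperature-sensitive fusion mutants such as fzo1-1 at 37 °C on non-fermentable ethanol glycerol medium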
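Compounds are tested for their ability to restore growth of mitochondrial fusion-defective yeast strains at non-permissive 37C in YPEG medium over 48 hours. Viability is quantified by luciferase luminescence.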
* = called active by the depositor; ? = inconclusive; . = no result given; [ ] = another dose, or the depositor's remark. Unless noted, calls follow the shape of the dose curve; as a rule, active = well fitted curve in the direction sought with a large enough effect; inconclusive = small, poorly fitted or top-dose-only effect, or another doubt; inactive = no such curve, though single readings can be large; an effect the other way counts as inactive or inconclusive.

SMILES	FLuc counter	MBNL1 CUG block	NPC1 promoter act	Rab9 promoter act	ELG1 repair inh	KCNH2 3.1 inh	Gal4-VP16 FLuc	Menin MLL FP TR	PKM2 activator	RORg inh	Mito fusion yeast
CCOC(=O)c1ccc(S(=O)(=O)Nc2ccc3cn[nH]c3c2)cc1	4%	2%	-7%	-10%	-11%	-3	?	35%[activator]	9%	8%	4%
COc1cc(/C=C/C(=O)NNC(=O)c2cccc(S(=O)(=O)N(C)C)c2)cc(OC)c1OC	4%	.	-5%	0%	-6%	8	.	.	.	.	-6%
CCS(=O)(=O)N1CCC(C(=O)c2ccc(Cl)cc2)CC1	-22%	11%	-3%	-10%	-18%	-1	-4%	7%	-2%	-11%	-1%
Cc1conc1NC(c1cccs1)c1ccc2cccnc2c1O (stereo unspecified)	-14%	10%	-7%	-3%	1%	.	5.6µM*	-3%	0%	2.5µM*	3%
O=C(N/N=C/c1ccccc1O)C1CC(=O)N(c2ccc(F)cc2)C1 (stereo unspecified)	-1%	10%	-6%	-2%	?	-2	6.3µM*	.	.	2.8µM*	2%
CCOC(=O)c1c(NC(=O)C2COc3ccccc3O2)sc2c1CC(C)(C)NC2(C)C (stereo unspecified)	0%	-16%	-8%	-4%	?	-6	?	?	-6%	?	8%
CSc1nsc(SCC(=O)Nc2ccccc2F)n1	4%	-5%	20%	13%	?	2	-6%	13%	.	-2%	10%
COc1ccc(OCC(=O)NC2CC(C)(C)NC(C)(C)C2)cc1	-12%	2%	10%	21%	?	0	3%	1%	-1%	30%	-2%
COc1ccc(CCn2c(=O)[nH]c3cc(C(=O)NCCN4CCOCC4)ccc3c2=O)cc1OC	0%	-3%	-1%	-3%	-4%	-1	-10%	2%	0%	8%	-3%
O=C(Cc1ccccc1)NCCSCc1ccco1	-20%	4%	-1%	29%	28%	-17	5%	0%	-1%	4%	4%
CC1CCN(CCOc2cccc(Br)c2)CC1	-6%	?	-1%	1%	6%	5	2%	-11%	-15%	0%	5%
CC(=O)N1c2ccc(S(=O)(=O)N3CCC(C(=O)Nc4ccc(F)cc4)CC3)cc2CC1C (stereo unspecified)	0%	4%	-5%	-2%	?	3	?	18%	2%[0.46 µM]	?	-4%
Cc1nn(CC(=O)O)c(C)c1N	-3%	-9%	-3%	2%	4%	-7	0%	.	-4%	-2%	12%
COCCCn1c(SCC(=O)N2CCOCC2)nc2cc(Cl)ccc2c1=O	1%	.	-2%	-10%	?	11	.	.	.	.	-4%
COc1cccc(Nc2ccc(-n3ccnc3)nn2)c1	?	4%	13%	10%	-3%	-4	3%	3%	3%	2%	-4%
C=C(C)CNC(=S)NNC(=O)CCn1c2ccc(Cl)cc2c2cc(Cl)ccc21	3%	7%	0%	-3%	-18%	-11	0.5µM*	?	-13%	0.63µM*	7%
Cc1ccc(-c2nc(CS(=O)(=O)CC(=O)N3CCCCCC3)c(C)o2)cc1	3%	7%	-2%	-9%	?	24	5%	-2%	1%	-1%	0%
COc1ccc(N=C2C(=O)N3c4c(cccc42)C(C)=CC3(C)C)cc1	-12%	6%	-1%	-1%	0%	-15	-2%	?	-11%	-28%	-2%
COC(=O)c1c(C)oc2ccc(NS(=O)(=O)c3cc(OC)ccc3OC)cc12	0%	-6%	-8%	-14%	?	-35	?	16%	3%	-13%	14%
COc1cccc2cc(C(=O)NCCc3ccccc3)c(=O)oc12	11µM*	13%	5%	5%	?	-9	7%	?	.	3%	4%
Cc1ccccc1NC(=O)CN1C(=O)NC2(CCCCC2)C1=O	9%	5%	-2%	0%	-7%	-25	3%	2%	-3%	3%	1%
COc1ccc2cc(C(=O)C3CCCN(Cc4cnc(N5CCOCC5)s4)C3)ccc2c1 (stereo unspecified)	-3%	8%	-9%	-18%	?	4	-3%	-5%	-1%	7%	-13%
Cc1ccc(CCNC(=O)C2CC(c3cc(C(F)(F)F)cc(C(F)(F)F)c3)=NO2)cc1 (stereo unspecified)	-2%	-11%	-5%	-7%	10%	.	8%	.	-1%	-13%	-6%
CCOc1ccc(N2CC(C(=O)Nc3nnc(CC)s3)CC2=O)cc1 (stereo unspecified)	-2%	3%	19%	4%	10%	-8	1%	11%	.	34%	5%
C[n+]1ccc(/C=C/c2ccc(Br)cc2)cc1	4%	?	-25%	-31%[inhibitor]	?	-2	-7%	.	6%	31%	-13%
CCN(c1ccccc1)S(=O)(=O)c1cccc(C(=O)NCCN2CCOCC2)c1	-1%	.	0%	1%	10%	1	.	.	.	.	0%
CCn1cc(C(=O)OCC(=O)Nc2c(C)n(C)n(-c3ccccc3)c2=O)c(=O)c2ccc(C)nc21	1%	4%	0%	7%	-3%	0	-7%	-4%	0%	-3%	5%
Cc1cc(Cl)c2oc(C(=O)N3CCN(C(=O)c4ccco4)CC3)c(C)c2c1	11µM*	-5%	?	?	-21%	-3	?	-22%	11%[0.46 µM]	42%	?
CC(OC(=O)/C=C/c1ccc2ccccc2n1)C(=O)Nc1ccc(S(N)(=O)=O)cc1 (stereo unspecified)	6%	.	-7%	-5%	?	3	.	.	.	.	-5%
CCOC(=O)c1sc(NC(=S)NC(=O)c2cccc(OC)c2)nc1C	-13%	-3%	13%	7%	5%	6	?	19%	.	8.9µM*	-7%
CCC(C)c1ccc(NC(=O)NCc2cccnc2)cc1 (stereo unspecified)	-13%	-12%	9%	11%	11%	16	-1%	16%	-1%	?	-1%
Cc1cccc(NC(=O)c2ccc3nccnc3c2)c1C	-12%	?	1%	4%	?	-14	2%	-27%	1%	25%	-9%
COC(=O)c1cnc(SCc2ccc(Cl)cc2)n1C	?	-5%	21%	?	?	-1	?	?	5%	-18%	1%
O=S(=O)(NCc1ccco1)c1cccc2cccnc12	1%	4%	1%	0%	0%	12	-9%	-13%	-1%	-5%	-2%
O=C(CSc1nc2ccccc2c(=O)n1-c1ccccc1)NCC1CCCO1 (stereo unspecified)	0%	-8%	-4%	-4%	13%	-9	-5%	1%	1%	-9%	6%
Cc1ccc(C(=O)Nc2nnc(-c3ccco3)o2)cc1C	?	-1%	29%	?	?	-2	0.89µM*	4%	-6%	0.63µM*	?
O=[N+]([O-])c1cc([N+](=O)[O-])c(Oc2cc(F)ccc2F)cc1NN1CCCCC1	2%	?	-2%	0%	11%	-29	-8%	?	-3%	8%	1%
CCC(C(=O)NN1C(=O)c2ccccc2C1=O)c1ccccc1 (stereo unspecified)	-5%	?	-2%	1%	9%	5	-3%	6%	-1%	-16%	?
Cc1c(NC2(C#N)CCCC2)c(=O)n(-c2ccccc2)n1C	-4%	-4%	-5%	-1%	?	-4	11%	-17%	1%	13%	24%
CCCc1cc(=O)[nH]c(SCC(=O)C(C)(C)C)n1	-1%	-4%	0%	4%	1%	6	-3%	1%	2%	-17%	0%

Only Mito fusion yeast (two entries from above):
Compound	Mito fusion yeast
CCC(C(=O)NN1C(=O)c2ccccc2C1=O)c1ccccc1 (stereo unspecified)	?
Cc1c(NC2(C#N)CCCC2)c(=O)n(-c2ccccc2)n1C	24%

Some of these compounds in order of the RORg inh value, high to low:
molecule | NPC1 promoter act | Rab9 promoter act | Menin MLL FP TR | PKM2 activator | RORg inh
C[n+]1ccc(/C=C/c2ccc(Br)cc2)cc1 | -25% | -31%[inhibitor] | . | 6% | 31%
Cc1c(NC2(C#N)CCCC2)c(=O)n(-c2ccccc2)n1C | -5% | -1% | -17% | 1% | 13%
COc1ccc2cc(C(=O)C3CCCN(Cc4cnc(N5CCOCC5)s4)C3)ccc2c1 (stereo unspecified) | -9% | -18% | -5% | -1% | 7%
O=C(CSc1nc2ccccc2c(=O)n1-c1ccccc1)NCC1CCCO1 (stereo unspecified) | -4% | -4% | 1% | 1% | -9%
Cc1ccc(CCNC(=O)C2CC(c3cc(C(F)(F)F)cc(C(F)(F)F)c3)=NO2)cc1 (stereo unspecified) | -5% | -7% | . | -1% | -13%

Not all compounds are listed (hit frequency here may not be typical).
